KDM5B inhibitor: Primary screen for KDM5B Histone Demethylases FDH-coupled qHTS; Lysine-specific demethylase 5B (Homo sapiens), Q9UGL1; KDM5B demethylase, FDH-coupled NADH fluorescence (FDH is formaldehyde dehydrogenase); Potency, µM (series often up to 57.7 µM), without a hit: at the top dose activity change, negative = inhibition, usual class: inhibitors; hit rate 2.6% among 220,000; AID 1347165, 2019; active = well fitted inhibition curve with a large enough effect; inconclusive = small, poorly fitted or top-dose-only effect; inactive = no such curve, though single readings can be large or run the other way; also: 0% is about no effect; nearly all actives have a fitted effect of over 70% in size
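qHTS format, multiple compound concentrations. Buffer 50 mM HEPES pH 7.5/0.01% Tween-20; 200 nM KDM5BΔAP final; 10 min compound preincubation; substrate-mix levels 12.5 µM peptide, 25 µM α-KG, 0.25 mM NAD⁺; 30 min RT; ΔRFU.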
* = called active by the depositor; ? = inconclusive; [ ] = remark or other dose. Potency is read from the fitted curve at half-maximal effect. The list is partial; rates above refer to the full screens.

SMILES | KDM5B inhibitor
COc1ccc(NC(=O)C(C)n2nc(-c3ccc(C)c(C)c3)ccc2=O)cc1OC (stereo unspecified) | -7%
CCCS(=O)(=O)Nc1cccc(-c2nc3cccnc3s2)c1 | -13%
N#Cc1ccc(OCC2CN(Cc3cccc(C(F)(F)F)c3)C(=O)c3c(ccnc3-c3ccc(OCC(=O)O)cc3)O2)cc1 (stereo unspecified) | -8%
O=CNNC(=S)Nc1ccc(Cl)cc1Cl | 3%
CCC(C(=O)Nc1cc(F)ccc1F)n1nc(C)c2c(C)n(-c3ccc(C)cc3)nc2c1=O (stereo unspecified) | -20%
O=C(OCc1cnc(-c2ccccc2)s1)c1ccc(S(=O)(=O)N2CCCC2)cc1 | 7%
COc1ccc(F)c(-c2nc(Cn3cnc4ccccc43)c(C)o2)c1 | -17%
O=C(CCn1cncn1)NCc1cccnc1Oc1cccc(C(F)(F)F)c1 | -1%
CC(=O)Nc1ccc(CN2C[C@@H](F)[C@@H](OCc3nc4ccc(F)cc4[nH]3)C2)cc1 | -3%[86.2 µM]
Cc1ccc(O[C@H]2COCC[C@H]2NC(=O)Cc2c(F)cccc2Cl)cn1 | -13%
O=C(Nc1ccc(Cl)cc1N1CCOCC1)C1CC1 | 21%
O=C1CCCN1CC(O)CS(=O)(=O)Cc1ccc(Cl)cc1 (stereo unspecified) | 6%
CN1CCN(c2ccc(NC(=O)c3cccc(Cl)c3)nc2)CC1 | -4%
CC(C)C(NC(=O)c1ccc(CS(C)(=O)=O)cc1)c1ccc(F)cc1 (stereo unspecified) | -8%
Cc1nc(NCCc2ccc3c(c2)OCO3)c2c3c(sc2n1)CCC3 | -11%
COc1cccc(NC(=O)CCC2CCN(S(=O)(=O)c3ccccc3)CC2)c1 | 28µM*
Cc1ccc(OCc2nc(C3CCN(C(=O)c4ccn[nH]4)CC3)no2)cc1 | -10%
Cc1ccc(S(=O)(=O)Cc2ccc(Cl)cc2)cc1 | 7%
COC(=O)[C@@H]1Cc2ncn(Cc3ccc(OC)cc3)c2CN1Cc1ccc(OC)cc1 | ?
O=C1C(O)=C(c2ccccc2)C(c2ccccc2F)N1c1ccc(F)cc1 (stereo unspecified) | ?
Cc1ccc(-n2c3nc(=O)n(C)c(=O)c-3cc3c(Cl)cccc32)c(C)c1 | ?
COCCNC(=O)C[C@@H]1c2nc(NC(=O)CC(C)(C)C)sc2C[C@@H]2[C@](C)(CO)[C@H](O)CC[C@]21C | 5%
CC(=O)N1CCCc2cc(S(=O)(=O)NCc3cccc(C)c3)ccc21 | 15%
C[C@@H](N)C(=O)N1CCC(n2nccc2NC(=O)c2ccc3c(c2)OCO3)CC1 | -8%
CCCCc1ccc(NC(=S)NNC=O)cc1 | -5%
Cc1ccc(C(=O)/C(C#N)=C/c2ccccc2OCc2ccc(Br)cc2)cc1 | 12%
Cn1cc(C(=O)N2CCN(c3ccccc3)CC2)c(=O)c2cc(S(=O)(=O)N3CCCC3)ccc21 | -17%[11.5 µM]
CCOC(=O)Cc1ccc(NC(=O)N2CCc3c(sc4c3CCCC4)C2c2ccc(F)cc2)cc1 (stereo unspecified) | -16%
COc1cccc(NC(=O)CN(C)C(=O)CNC(=O)c2ccc(C)cc2)c1 | 0%
Cc1cccnc1C(=O)N[C@@H]1CN(S(C)(=O)=O)C[C@H]1CN(C)C | -34%
CCC(Sc1ncnc2sc3c(c12)CCCC3)C(=O)OC(C)C (stereo unspecified) | 6%
O=C(Cc1cccs1)N1CCC(c2n[nH]c(=O)n2Cc2ccc(F)cc2)CC1 | 20%
CN1C(=O)c2cccc3c(S(=O)(=O)Nc4cccc(C(=O)O)c4)ccc1c23 | 9%
CCOC(=O)C1=C(C)NC(=S)NC1c1ccc(OCC(=O)N2CCCCCC2)c(OC)c1 (stereo unspecified) | -3%
COc1ccc(C2CC(=O)N(CC(=O)Nc3ccc(C(C)=O)cc3)c3ccccc3S2)cc1OC (stereo unspecified) | ?
O=C(NCCCN1CCN(c2cccc(Cl)c2)CC1)c1cnn(-c2ccc(F)cc2)c1-n1cccc1 | ?
Cc1cncc(C(=O)N2CC(CO)C3(CCNCC3)C2)c1 (stereo unspecified) | -10%
CCOC(=O)C1=C(C)N=C2SC=C(CC(=O)N3CCCC3)N2C1c1cc(C)ccc1C (stereo unspecified) | ?
Cc1ccc(-c2ocnc2C(=O)Nc2ccc(C)c(Cl)c2)o1 | 40%[activator]
COc1cc(C2c3c(-c4ccccc4O)n[nH]c3C(=O)N2CCO)ccc1OCC(C)C (stereo unspecified) | 4%
COc1cccc(C(=O)Nc2nnc(S(=O)(=O)N3CCCc4ccccc43)s2)c1 | -9%
CCC1Oc2ccc(NS(=O)(=O)c3ccc(C)c(F)c3)cc2CN(Cc2ccc(OC)cc2)C1=O (stereo unspecified) | -31%
CCOc1cc(=O)n2c(c1C(=O)NCCc1ccccc1)CCCCC2 | -10%
O=C(/C=C/c1ccccc1)N1CCC(C(=O)N2CCN(Cc3cccc(C(F)(F)F)c3)CC2)CC1 | 17%
COC(=O)c1ccc(-c2ccc(C=O)o2)cc1 | 42%[activator]
O=C(C1CCC1)N1c2ccccc2CC1c1noc(C2CCOCC2)n1 (stereo unspecified) | ?
Cc1ccc2c(C(=O)N3CCN(c4ccccc4)CC3)cc(NC(=O)C(C)C)cc2n1 | ?
Cc1ccc2nc(C)c(C(=O)N3CCN(S(=O)(=O)c4ccc(C#N)cc4)CC3)cc2c1 | 3%
O=C1c2[nH]nc(-c3ccccc3O)c2C(c2ccc(F)cc2)N1CCO (stereo unspecified) | -11%
Cn1c(=O)c2c(ncn2CC(=O)NCC(c2cccs2)N2CCCC2)n(C)c1=O (stereo unspecified) | -9%
O=C1CC(c2ccccc2)N(C(=O)CNC(=O)c2nccc3ccccc23)CCCCCCN1 (stereo unspecified) | -24%
COc1ccc2ccccc2c1CCNC(=O)CC1C(=O)NCCN1C(C)C (stereo unspecified) | ?
COc1cccc(OC)c1C(=O)C1CC(=O)Nc2c1c(C)nn2-c1ccc(F)cc1 (stereo unspecified) | 3%
Cc1noc2c(-c3ccc4c(ccn4C)c3)cc(-c3cccnc3)nc12 | 32µM*
CC(C)Nc1ncnc2c1CN(C1CCNC1)C(=O)CN2C (stereo unspecified) | ?
Cc1noc(C)c1[S+](=O)([O-])N1CCC2(CC1)CC(=O)c1ccc(Cl)cc1O2 | -6%
COCCOCC(=O)NCC12CCCC=C1NC(=O)CC2 (stereo unspecified) | -15%
COCC(=O)N1CC[C@]2(O)CCN(C(=O)c3ccn(C)c3C)C[C@@H]2C1 | 15%
CC(C)(C)CN1CCNC(=O)C1CC(=O)N1CCN(c2ccccc2)CC1 (stereo unspecified) | -21%
C=CCn1c(SCC(=O)NC2CCCC2)nnc1-c1ccccn1 | 2%

Single values from above.
Reading of COc1cccc(OC)c1C(=O)C1CC(=O)Nc2c1c(C)nn2-c1ccc(F)cc1 (stereo unspecified) under KDM5B inhibitor: 3%
Reading of COc1ccc(F)c(-c2nc(Cn3cnc4ccccc43)c(C)o2)c1 under KDM5B inhibitor: -17%
Reading of CC(=O)Nc1ccc(CN2C[C@@H](F)[C@@H](OCc3nc4ccc(F)cc4[nH]3)C2)cc1 under KDM5B inhibitor: -3%[86.2 µM]
Reading of Cc1ccc(O[C@H]2COCC[C@H]2NC(=O)Cc2c(F)cccc2Cl)cn1 under KDM5B inhibitor: -13%
Reading of CN1C(=O)c2cccc3c(S(=O)(=O)Nc4cccc(C(=O)O)c4)ccc1c23 under KDM5B inhibitor: 9%
Reading of Cc1ccc(C(=O)/C(C#N)=C/c2ccccc2OCc2ccc(Br)cc2)cc1 under KDM5B inhibitor: 12%

Next part
SMILES | KDM5B inhibitor
O=C(O)c1ccc(NCc2nc3ccccc3n2CCOc2ccccc2Cl)cc1 | ?
CC(C)CCC(=O)N1CCCC(CN2CCN(c3ccccn3)CC2)C1 (stereo unspecified) | -6%
CN(C1CCc2ccccc21)[S+](=O)([O-])c1cccc(C(F)(F)F)c1 (stereo unspecified) | 15%
CCN(C)Cc1cccc(CNC(=O)c2cc(C)nc3ccccc23)c1 | -25%
Cc1cccc(C(C)C)c1NC(=O)CSc1ccccc1Cl | -14%
O=C(c1cc2ccccc2oc1=O)N(Cc1cccs1)C1CC1 | 23%
CCC(C)NC(=O)C1COC2(CCN(C(=O)CC(C)(C)C)CC2)N1C(=O)c1cccc(C)c1 (stereo unspecified) | -16%
CC(=O)N1CCN(c2cc(-c3noc([C@@H]4CCCN4Cc4ccc(C(F)(F)F)cc4)n3)ccn2)CC1 | 28µM*
COc1ccc(C(=O)N2CCn3c(nn(-c4ccc(F)cc4F)c3=O)C2)cc1 | -17%
O=C(CCC1NC(=O)c2ccccc2NC1=O)NC1CCCC1 (stereo unspecified) | 14%
O=C(NCc1ccc(F)cc1)c1cc(-c2ccc(Cl)cc2Cl)c2cccn2n1 | 6%[115 µM]
COc1cc(-c2cc3c(nc2OC)nc(CC2CC2)n3C)ccn1 | 40µM*
COc1ccccc1-c1cc2c(ccn2C)c(C(=O)NCc2c(C)cc(C)[nH]c2=O)n1 | 35µM*
COc1cccc(-c2ccc(COc3ccc4c(cnn4CCC(=O)O)c3)cc2)c1F | 3%[86.2 µM]
Cc1ccc(CS(=O)(=O)NC2CCc3n[nH]c(=O)n3CC2)cc1C (stereo unspecified) | ?
CC(OC(=O)CCCN=C1NS(=O)(=O)c2ccccc21)C(=O)NC1CCCCC1C (stereo unspecified) | 10%
COc1ccc([C@H]2C[C@@H](O)[C@@H](O)[C@@H]2NCc2cn(C)c3ccccc23)cc1 | ?
CC(=O)Nc1ccc(C(=O)N2CCC3(CC2)N=C(c2ccc(Cl)cc2)NO3)cc1 | ?
COc1ccccc1-n1cc2c(c1-c1ccc(C)cc1)c(=O)n(C)c(=O)n2C | ?
COc1cc(C(CC(=O)Nc2ccc(Br)cn2)N2Cc3ccccc3C2=O)cc(OC)c1OC (stereo unspecified) | ?

Of the compounds above, these contain bromine.
SMILES | KDM5B inhibitor
Cc1ccc(C(=O)/C(C#N)=C/c2ccccc2OCc2ccc(Br)cc2)cc1 | 12%
COc1cc(C(CC(=O)Nc2ccc(Br)cn2)N2Cc3ccccc3C2=O)cc(OC)c1OC (stereo unspecified) | ?

Ordered by count of non-hydrogen atoms (highest first): some entries from above.
SMILES | KDM5B inhibitor
Cc1ccc(C(=O)/C(C#N)=C/c2ccccc2OCc2ccc(Br)cc2)cc1 | 12%
CCOc1cc(=O)n2c(c1C(=O)NCCc1ccccc1)CCCCC2 | -10%
Cc1ccc(-c2ocnc2C(=O)Nc2ccc(C)c(Cl)c2)o1 | 40%[activator]

(cont.)
SMILES | KDM5B inhibitor
O=C(Nc1ccc(C(F)(F)F)cc1)N1CCC2(CC1)C(=O)NCN2Cc1ccc(Cl)cc1 | -10%
Cc1ccc(C)c(S(=O)(=O)N2CCN(C(C(=O)NC3CC3)c3ccccc3)CC2)c1 (stereo unspecified) | 10%
Cc1ccc(C)c(C(=O)CSc2nc3ccccc3o2)c1 | 3%
CCn1c(=O)c(C(=O)NNS(=O)(=O)c2ccc(NC(=O)OC)cc2)c(O)c2ccccc21 | ?
CCC(Sc1nc2cc3c(cc2c(=O)n1CCCC(=O)NCc1ccc2c(c1)OCO2)OCO3)C(=O)NCCCOC (stereo unspecified) | 3%
CCc1ccc2oc(C(=O)N(Cc3ccc(C(C)(C)C)cc3)C3CCS(=O)(=O)C3)cc(=O)c2c1 (stereo unspecified) | -22%
Cc1cccc(-c2nc3scc(CCNC(=O)c4ccc(Br)o4)n3n2)c1 | -8%
COCCOc1cccc(N)c1 | -9%
COc1ccc(Cc2nc3nccc(-c4ccsc4)n3n2)cc1 | -4%
O=C(c1ccc2c(c1)OCO2)N1CCCC(n2cc(-c3nc(C4CC4)no3)nn2)C1 (stereo unspecified) | 11%
Cc1cc(NC(=O)C(C)OC(=O)c2cc3c(s2)CCC3)no1 (stereo unspecified) | ?
Cc1csc(NC(=O)c2[nH]c3c(c2C)C(=O)CCC3)n1 | 9%
N#Cc1nc(Cc2cccc3ccccc23)oc1NCc1ccc(F)cc1 | 22%
CCCOC(=O)N1CCCC(c2nnc(CN3CCOCC3)n2C)C1 (stereo unspecified) | 5%
Cc1oc2ccc(OCc3cccc(Cl)c3)cc2c1C(=O)O | ?
CCC1CCc2c(sc(NC(=O)C(CC)CC)c2C#N)C1 (stereo unspecified) | -15%
COc1ccc(C2CC(=O)Oc3c2c(=O)[nH]c2ccccc32)cc1OC (stereo unspecified) | 26%
CC(=O)NC1(C)CCN(Cc2ccc(-c3ccc4ccccc4c3)cc2)C1 (stereo unspecified) | ?
COc1ccc(C)cc1NC(=O)CN1CCN(CC(=O)Nc2ccccc2F)CC1 | 8%
Cc1sc(NC(=O)c2ccccc2)c(C(c2cccs2)N2CCN(C)CC2)c1C (stereo unspecified) | -25%

3 of the entries above in order of their number in KDM5B inhibitor, largest number first.
SMILES | KDM5B inhibitor
O=C(c1ccc2c(c1)OCO2)N1CCCC(n2cc(-c3nc(C4CC4)no3)nn2)C1 (stereo unspecified) | 11%
Cc1csc(NC(=O)c2[nH]c3c(c2C)C(=O)CCC3)n1 | 9%
O=C(Nc1ccc(C(F)(F)F)cc1)N1CCC2(CC1)C(=O)NCN2Cc1ccc(Cl)cc1 | -10%

(listing goes on)
SMILES | KDM5B inhibitor
CCCN1C(=O)CN(C2CCCCC2)C(=O)C1c1ccc(OC)c(OC)c1 (stereo unspecified) | -11%
COc1ccc(CCNC(=O)c2cc(C)nc3c2c(C)nn3-c2ccccc2)cc1OC | 246%[activator]
O=C(O)c1ccc(CN2C[C@@H]3OCC(=O)N(Cc4cccnc4)[C@@H]3C2)cc1 | -20%[86.2 µM]
Cc1ccc(C)c(C(=O)N[C@@H]2CN(c3ncccn3)C[C@H]2CN(C)C)c1 | 22µM*
Cn1c(=O)c2c(ncn2CCC(=O)Nc2ccccc2F)n(C)c1=O | 13%

Compound activity: PubChem, National Center for Advancing Translational Sciences (NCATS)
